Screening data: PubChem BioAssay, several laboratories
PKA-R1A activ: activates the PKA-R1A holoenzyme complex; P00514+P68181; PKA-R1A dissociation, Cy5-IP20 fluorescence polarization; scaled: DMSO 0%, 113 µM cGMP 100%; activation, % at 11.4 µM; actives 0.083% (n = 340,000); AID 504707;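 active = percent activation above the mean of all tested compounds plus 3 SD, cut at about 19% in these data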;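 also: higher means more PKAc released from R1A so a rise in polarization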
PKA-R2B act: PKA-R2B complex activation. P22694+P31323. PKA-R2B holoenzyme dissociation, Cy5-IP20 fluorescence polarization; R2B truncated from residue 108, S112A mutant; 0% DMSO only, 100% 113 µM cGMP. activation, % at 11.4 µM. actives 0.079% (n = 340,000);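 active = activation above a cutoff set at the mean over all compounds plus 3 SD, cut at about 18% in these data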;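 also: higher means more holoenzyme dissociation and a rise in polarization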
AddAB inh: less growth of phage-infected E. coli with AddAB | E. coli expressing H. pylori AddAB, absorbance growth | inhibition, % at 11.9 µM | actives 0.29% (n = 330,000); in the data active = inhibition above about 12%;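 also: 0% = vehicle wells of infected cells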
OPRM1-OPRD1 ag: agonists of human mu-delta opioid receptor heterodimerization; actives 0.3% (n = 340,000); P35372+P41143; cells, OPRM1-OPRD1 heterodimerization, luminescence; activation, % at 9.3 µM; in the data active = activation above about 18%;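 also: 0% = vehicle-treated cells and 100% = reference agonist; values of inactives mirror those of a sister screen read the other way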
Target sequence (P35372 whole entry, looked up): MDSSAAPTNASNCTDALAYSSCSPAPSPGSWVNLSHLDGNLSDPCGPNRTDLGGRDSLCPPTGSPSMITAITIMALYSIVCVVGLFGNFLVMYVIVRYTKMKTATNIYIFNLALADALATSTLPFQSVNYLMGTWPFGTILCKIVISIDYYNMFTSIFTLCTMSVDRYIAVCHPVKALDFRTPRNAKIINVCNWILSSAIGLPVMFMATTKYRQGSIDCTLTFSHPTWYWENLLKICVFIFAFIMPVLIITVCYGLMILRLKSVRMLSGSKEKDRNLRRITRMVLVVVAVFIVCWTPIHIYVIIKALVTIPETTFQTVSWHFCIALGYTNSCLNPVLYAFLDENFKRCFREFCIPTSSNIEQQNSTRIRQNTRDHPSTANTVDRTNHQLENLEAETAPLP
Target sequence (P41143 whole entry, looked up): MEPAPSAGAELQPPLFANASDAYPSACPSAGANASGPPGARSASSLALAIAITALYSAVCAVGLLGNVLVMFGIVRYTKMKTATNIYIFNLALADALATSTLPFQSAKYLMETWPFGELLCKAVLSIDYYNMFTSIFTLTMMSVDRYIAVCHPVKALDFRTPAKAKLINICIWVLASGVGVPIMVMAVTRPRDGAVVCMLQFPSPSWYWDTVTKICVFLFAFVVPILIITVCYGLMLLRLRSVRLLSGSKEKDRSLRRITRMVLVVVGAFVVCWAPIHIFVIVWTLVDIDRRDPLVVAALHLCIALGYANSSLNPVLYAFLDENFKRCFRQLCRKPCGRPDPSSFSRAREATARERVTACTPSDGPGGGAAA
PfHsp90 set2: reduces growth (ATP signal) of yeast expressing P. falciparum Hsp90 | S. cerevisiae expressing PfHsp90, BacTiter-Glo ATP, 48 h; yeast lacking PDR1 and PDR3 efflux regulators | actives 0.32% (n = 310,000) | AID 504621 | inhibition, % at 9.4 µM;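 active = every replicate shows inhibition above about 80%, whatever the replicate mean, limit read from the data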;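 also: 0% = DMSO neutral controls and 100% = 20 µM radicicol positive controls; yeast relying on Plasmodium falciparum Hsp90 in place of its own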
HTR5A inv ag: counter-screen for OPRM1-OPRD1 inverse agonists: human HTR5A inverse agonism; P47898; HTR5A cell line, luminescence; inhibition, % at 9.3 µM; actives 0.083% (n = 340,000); AID 504634; in the data active = inhibition mostly above about 23%, no sharp cut-off; inactive = mostly below about 18%;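 also: 0% = cells with DMSO and 100% = no-cell wells with DMSO; some compounds called inactive have numbers as strong as hits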
OPRM1-OPRD1 inv: inverse agonist of human OPRM1-OPRD1 heterodimerization. actives 0.21% (n = 340,000). cell-based MOR-DOR heterodimer luminescence, inverse agonism. AID 504357. inhibition, % at 9.3 µM; in the data active = inhibition above about 22%, passing the limit was not always enough;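 also: 0% = cells with DMSO and 100% = wells without cells with DMSO; values of inactives mirror those of a sister screen read the other way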
Tat transport: blocks Tat-dependent protein export in E. coli | AID 488895 | inhibition, % at 10 µM | E. coli MC4100 TorA-mCherry Tat export, fluorescence | actives 0.036% (n = 340,000);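 active = mean replicate inhibition at least 50% and at least half of replicates individually reaching 50%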;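 also: exported cargo escapes ClpAP degradation while cytoplasmic cargo is degraded and loses fluorescence; 0% = median of neutral control wells and 100% = median of NaSCN control wells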
phage Ecoli inh: E. coli growth loss with phage present | growth absorbance | inhibition, % at 11.9 µM | actives 0.26% (n = 360,000); in the data active = inhibition above about 11%
SUMO Mot1 rescue: inhibitors of SUMOylation pathway: yeast Mot1-301 growth rescue; S. cerevisiae Mot1-301 growth rescue, ATP luminescence, 38.5C; percent above DMSO median, 100 means doubled; growth rescue, % at 18.8 µM; actives 1% (n = 320,000); AID 2716;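 active = every valid replicate shows activation above 250% relative to neutral control wells; inactive = the rest, any valid replicate at or below 250%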;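 also: OY570 slx delta 5 strain wells were the positive control but not used for scaling; some compounds called inactive have numbers as strong as hits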
Ecoli viability: counter-screen for AddAB inhibitors: E. coli growth inhibition; E. coli V3065 growth, OD600 absorbance, 18 h; actives 0.27% (n = 330,000); AID 449728; inhibition, % at 11.9 µM;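 active = inhibition above the campaign's mean inhibition across all tested compounds plus 3 SD, cut at about 9.9% in these data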;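 also: uninfected addAB+ strain grown without phage in ampicillin broth; 0% = DMSO wells and 100% = ciprofloxacin 0.95 µg/ml wells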
* marks the source's active call; other numbers are inactive results; · = no result given.

1) Cc1ccc(-n2nc(-c3ccc(N)cc3)cc2N)cc1
2) CC(=O)c1cccc(NC(=O)NCc2ccccn2)c1
3) CCOc1cc(/C=C2/N=C(c3ccc4c(c3)OCO4)OC2=O)ccc1OC(C)=O
4) c1ccc(CCNCc2cccs2)nc1
5) CCOc1ccc(NC(=S)Nc2ccccc2C2CC2)cc1
6) CCOC(=O)/C=C1\SCC(=O)N1CC(=O)Nc1ccccc1OC(F)F
7) O=C(CN1C(=O)C2CCCCC2C1=O)N1CCN(c2ccccc2)CC1 (stereo not given)
8) Nc1cc(=O)nc(SCC(=O)Nc2ccccc2Cl)n1-c1ccccc1

assay / compound,1,2,3,4,5,6,7,8
PKA-R1A activ,-9,-6,-10,5,4,-10,1,-14
PKA-R2B act,1,8,5,0,-2,4,-10,7
AddAB inh,-1.2,0.6,1.9,·,1.9,1.7,-1.8,1.8
OPRM1-OPRD1 ag,0.1,0.9,-3.4,-4.1,-4.5,-1.7,-0.3,-3.0
PfHsp90 set2,-2,·,-8,1,0,·,-33,-10
HTR5A inv ag,-14,-33,14,-5,1,-16,10,29
OPRM1-OPRD1 inv,-1,-5,13,21,22,10,2,15
Tat transport,5,-1,-1,3,-6,2,-11,6
phage Ecoli inh,3.0,·,2.6,2.8,3.2,3.9,3.4,3.5
SUMO Mot1 rescue,-6,-15,3,·,35,·,-5,325
Ecoli viability,-1.3,-0.4,-0.1,·,-0.1,-1.2,1.4,1.8

9) COc1ccc(C(=O)Nc2ccccc2C(=O)Nc2cccnc2)cc1
10) C(=N\Nc1ccc(-n2ccnc2)nn1)/c1ccccc1
11) Cn1c(C(=O)N2CCCC2)cc2c(=O)n(C)c3ccccc3c21
12) COc1cc(C(=O)NNC(=O)c2nn(C)c(=O)c3ccccc23)cc(OC)c1OC
13) Cc1cnc(NC(=O)c2cccs2)s1
14) O=C(NCCc1ccccc1)c1cccnc1N1CCCCCC1
15) Cc1ccc(Br)cc1S(=O)(=O)N1CCN(c2ccccc2)CC1
16) CCCCNC(=O)CSc1nc2ccc(N3CCOCC3)cc2c(=O)n1CCc1ccccc1

assay / compound,9,10,11,12,13,14,15,16
PKA-R1A activ,-9,0,-8,-23,-6,7,2,-2
PKA-R2B act,4,2,2,-1,-6,0,-8,-3
AddAB inh,1.6,0.2,·,-1.0,2.4,0.5,2.1,3.2
OPRM1-OPRD1 ag,0.7,-0.8,1.6,-2.4,0.1,0.2,0.6,-1.3
PfHsp90 set2,46,-20,-4,-4,14,·,7,16
HTR5A inv ag,-4,-11,-6,-18,-4,3,-10,-3
OPRM1-OPRD1 inv,-5,4,-8,13,0,-1,-4,7
Tat transport,-1,-11,-12,2,2,1,-4,9
phage Ecoli inh,1.3,3.7,0.1,1.6,0.1,2.2,3.9,3.6
SUMO Mot1 rescue,175,-22,·,-2,-27,-27,·,206
Ecoli viability,-2.8,1.8,·,-0.7,0.3,-0.9,2.6,-0.4

17) COc1ccc(NC(=S)N(CCN2CCOCC2)Cc2cc3cc4c(cc3[nH]c2=O)OCCO4)cc1
18) COc1ccc(Sc2ccc(/C=C3\C(=O)NN(c4ccccc4)C3=O)o2)cc1
19) Cc1ccc(C(=O)N/N=C/C2=Cc3ccccc3OC2C)cc1 (stereo not given)
20) C=CCN(C(=O)c1csnn1)C(C(=O)NC1CCCC1)c1ccc(OC)cc1 (stereo not given)
21) CCC(CC)COC(=O)C1=C(C)NC(=O)NC1c1ccc(OC)cc1 (stereo not given)
22) Cc1ccc(C(=O)N2CCOCC2)cc1S(=O)(=O)N1CCCC1
23) COc1ccc(/C(C)=N/NC(=O)C(NC(=O)c2ccccc2)c2n[nH]c(=O)c3ccccc23)c(OC)c1 (stereo not given)
24) OCC1(CC2CCCCO2)CCN(Cc2cccc(O)c2)CC1 (stereo not given)

assay / compound,17,18,19,20,21,22,23,24
PKA-R1A activ,-3,-12,-10,-3,-11,5,-4,-11
PKA-R2B act,9,-2,4,15,-10,3,-7,6
AddAB inh,4.6,2.1,4.8,-0.6,0.2,-0.6,0.3,4.4
OPRM1-OPRD1 ag,0.1,-1.5,5.4,-1.6,3.5,-2.7,-2.2,0.1
PfHsp90 set2,-8,-13,-9,5,-15,-6,11,-6
HTR5A inv ag,-5,3,7,-4,-14,-12,14,3
OPRM1-OPRD1 inv,0,9,-37,11,-17,14,11,-1
Tat transport,-5,0,6,0,0,-2,1,1
phage Ecoli inh,3.2,1.8,3.8,2.3,1.4,2.0,-0.1,3.8
SUMO Mot1 rescue,-19,14,74,-11,19,-3,3,3
Ecoli viability,-0.5,-1.6,4.7,0.3,0.7,2.7,-0.1,0.7

25) Cc1ccc(NCc2nnc(SCC(=O)Nc3cccc(O)c3)n2CC2CCCO2)c(C)c1 (stereo not given)
26) O=C(Nc1ccccc1)C1CCN(C(=O)c2ccco2)CC1
27) N#CCN1C(=O)C2CCCN2c2ccc(S(=O)(=O)N3CCOCC3)cc21 (stereo not given)
28) Cc1cc(S(=O)(=O)N2CCOCC2)ccc1OCC(=O)Nc1cccc(C(F)(F)F)c1
29) O=C(c1ccc(CSc2nc3ccncc3[nH]2)cc1)N1CCCCCC1
30) CCC(=O)CN(Cc1cc(OC)ccc1OC)S(=O)(=O)c1ccccc1Br
31) CCOC(=O)c1cc(-c2cccs2)nc2c1c(C)nn2-c1ccccn1
32) CC(C)CNC(=O)COC(=O)c1ccc([N+](=O)[O-])cc1Cl

assay / compound,25,26,27,28,29,30,31,32
PKA-R1A activ,-2,-9,-2,1,-6,-2,-19,-9
PKA-R2B act,-1,1,2,2,4,-4,5,3
AddAB inh,2.4,3.2,0.0,0.5,0.6,-1.2,-3.1,-2.4
OPRM1-OPRD1 ag,-2.0,-3.0,-0.8,0.9,-0.3,-4.1,4.2,1.8
PfHsp90 set2,-57,23,-15,-36,-1,-34,-8,-12
HTR5A inv ag,-5,-7,5,-10,-13,7,-12,-2
OPRM1-OPRD1 inv,12,16,5,-5,2,20,-19,-9
Tat transport,9,5,-10,16,-8,-2,3,-1
phage Ecoli inh,3.2,-1.8,5.4,2.8,1.5,2.9,-1.1,2.8
SUMO Mot1 rescue,60,-10,-6,-14,8,·,-19,·
Ecoli viability,0.2,1.4,-2.8,0.3,0.0,-0.9,-2.2,-1.7

Structural class: those above with a thiophene ring, fused or not (3)
4) c1ccc(CCNCc2cccs2)nc1
13) Cc1cnc(NC(=O)c2cccs2)s1
31) CCOC(=O)c1cc(-c2cccs2)nc2c1c(C)nn2-c1ccccn1

assay / compound,4,13,31
PKA-R1A activ,5,-6,-19
PKA-R2B act,0,-6,5
AddAB inh,·,2.4,-3.1
OPRM1-OPRD1 ag,-4.1,0.1,4.2
PfHsp90 set2,1,14,-8
HTR5A inv ag,-5,-4,-12
OPRM1-OPRD1 inv,21,0,-19
Tat transport,3,2,3
phage Ecoli inh,2.8,0.1,-1.1
SUMO Mot1 rescue,·,-27,-19
Ecoli viability,·,0.3,-2.2

Next part
33) O=C(CNC(=O)c1ccccc1)NCC(=O)OCc1ccc(Cl)cc1
34) O=C(NN=C1CCCC1)C1COc2ccccc2O1 (stereo not given)
35) O=C(N/N=C\c1cn[nH]c1-c1ccc(Cl)cc1)c1cccs1
36) COc1ccc(CCNC(=O)Nc2cccs2)c(OC)c1
37) Cc1ccc(SCC(=O)NNC(=O)c2ccccc2)cc1C
38) CC(=O)N1CCCc2cc(S(=O)(=O)CCC(=O)Nc3cccc(C)c3C)ccc21
39) COc1ccc(S(=O)(=O)N2CCN(S(=O)(=O)c3ccc(C(F)(F)F)cc3)CC2)cc1C
40) COc1ccc(OC)c(N(CC(=O)N2CCC(C)CC2)S(=O)(=O)c2ccccc2)c1

assay / compound,33,34,35,36,37,38,39,40
PKA-R1A activ,9,-2,-9,3,0,-11,-4,-5
PKA-R2B act,-3,2,2,6,-13,1,-14,1
AddAB inh,-0.8,1.3,-0.3,1.7,2.6,-1.5,0.5,0.7
OPRM1-OPRD1 ag,-2.9,-2.5,3.8,1.0,-2.6,-0.4,-4.1,-1.0
PfHsp90 set2,-5,-16,-27,0,25,2,-2,14
HTR5A inv ag,6,1,15,0,-14,12,16,-9
OPRM1-OPRD1 inv,15,11,-20,-4,17,2,20,5
Tat transport,3,-4,5,1,-11,-7,1,-2
phage Ecoli inh,1.1,-1.1,-0.6,-1.4,2.5,0.5,1.7,5.1
SUMO Mot1 rescue,-17,-6,-21,-10,122,12,18,·
Ecoli viability,1.0,-0.8,1.3,0.7,-1.1,-1.6,-3.0,-0.1

41) COc1ccc(COC(=O)c2cccc(S(=O)(=O)N3CCN(C(C)=O)CC3)c2)cc1F
42) COc1ccc([C@H]2C=C(C(=O)O)O[C@@H](OCc3ccc(CO)cc3)C2)cc1
43) COCCn1c(SCC(=O)c2ccccc2)nc2ccccc2c1=O
44) Cc1nc(CSc2nc3[nH]ncc3c(=O)n2-c2ccccc2)cs1
45) O=C(COc1ccc(/C=N/NS(=O)(=O)c2ccccc2)cc1)Nc1cccc(Cl)c1
46) COc1cc2oc(=O)cc(-c3ccc(-c4ccc(C)cc4)cc3)c2c(OC)c1OC
47) CN(C(=O)c1ccco1)c1nc(-c2ccc(Cl)cc2)cs1
48) CCCN(CCC)C(=O)c1c(NC(=O)CC)sc2c1CCCCC2

assay / compound,41,42,43,44,45,46,47,48
PKA-R1A activ,-4,-4,·,-6,-7,-7,-10,6
PKA-R2B act,-14,6,·,-10,-5,-1,4,-6
AddAB inh,-1.6,-0.9,2.4,-1.2,3.4,0.9,0.8,1.0
OPRM1-OPRD1 ag,-0.6,-1.4,·,-3.3,0.1,-2.0,0.4,-2.8
PfHsp90 set2,-33,1,-7,-5,-28,-12,-2,31
HTR5A inv ag,2,9,·,-11,-24,-13,11,-5
OPRM1-OPRD1 inv,3,8,·,18,0,10,-2,17
Tat transport,-5,-16,-3,-5,-1,-3,0,4
phage Ecoli inh,-0.5,1.8,3.0,2.3,-0.5,0.0,2.9,1.2
SUMO Mot1 rescue,10,-4,-4,-8,148,·,19,-11
Ecoli viability,-0.7,-1.4,0.6,0.6,0.2,3.2,-2.1,0.1

49) CC(=O)N1CCN(C(=O)c2ccc(S(=O)(=O)Nc3ccccc3Cl)cc2)CC1
50) CCCOc1ccc(C(=O)NNC(=O)CCNC(=O)c2ccccc2Cl)cc1OC
51) CSc1ccccc1C(=O)Nc1nc2ccccc2[nH]1
52) CC(Oc1ccc(Cl)cc1)c1ccnn1S(=O)(=O)c1ccccc1 (stereo not given)
53) O=C(CN1CCOCC1)N1CCOCC1

assay / compound,49,50,51,52,53
PKA-R1A activ,8,-7,-8,-10,-5
PKA-R2B act,5,3,-8,5,-24
AddAB inh,2.7,4.0,-3.0,3.6,·
OPRM1-OPRD1 ag,-1.1,1.2,-2.9,5.8,-4.6
PfHsp90 set2,·,67,9,22,-6
HTR5A inv ag,6,0,23,4,-20
OPRM1-OPRD1 inv,7,-8,13,-35,22
Tat transport,-5,5,-9,7,-2
phage Ecoli inh,4.8,4.8,-1.6,2.8,0.8
SUMO Mot1 rescue,-21,-17,-21,·,·
Ecoli viability,0.9,1.0,-3.6,0.9,·
